High-throughput results from PubChem BioAssay.
DENV2 CPE rescue: protects cells from dengue virus 2 cytopathic effect; DENV2-infected cells, cytopathic effect rescue, plate reader; CPE inhibition, % at 9.99 µM; hit rate 1.7% among 350,000; AID 651640; in the data active = CPE inhibition above about 20%, passing the limit was not always enough; inconclusive = no clear call, values can overlap the other calls; tested in BHK-21 cells;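 note: 0% = median of neutral control wells and 100% = median of positive control wells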
ERp5 block: inhibitors of human ERp5; Q15084; AID 651711; hit rate 0.05% among 350,000; inhibition, % at 9.99 µM; ERp5 insulin aggregation, absorbance 650 nm, 90 min;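 active = mean replicate inhibition above about 25%, with every replicate also reaching it, limit read from the data, passing the limit was not always enough; inconclusive = only one of those two criteria met; inactive = neither criterion met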
Target sequence (Q15084 whole entry, looked up): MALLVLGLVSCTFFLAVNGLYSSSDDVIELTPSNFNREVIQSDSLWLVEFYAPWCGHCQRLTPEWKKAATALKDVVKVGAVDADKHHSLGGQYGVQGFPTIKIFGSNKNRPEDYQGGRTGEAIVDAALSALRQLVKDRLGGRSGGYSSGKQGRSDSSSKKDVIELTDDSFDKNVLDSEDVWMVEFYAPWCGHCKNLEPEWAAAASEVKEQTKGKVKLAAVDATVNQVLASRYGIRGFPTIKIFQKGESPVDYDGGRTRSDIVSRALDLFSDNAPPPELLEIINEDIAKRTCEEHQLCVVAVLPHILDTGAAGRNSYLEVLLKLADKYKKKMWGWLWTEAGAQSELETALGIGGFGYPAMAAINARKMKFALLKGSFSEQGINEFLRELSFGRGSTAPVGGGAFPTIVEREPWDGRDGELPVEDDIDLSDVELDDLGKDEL
C2C12 statin: protects C2C12 myotubes from simvastatin toxicity; ATP luminescence, 48 h; scaled: DMSO 0, geranylgeraniol control 100; hit rate 0.78% among 330,000; rescue of ATP level, % at 7.49 µM; AID 602340;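 active = mean ATP rescue above about 67%, or every replicate alone reaching that limit, limit read from the data, passing the limit was not always enough; inconclusive = no clear call, values can overlap the other calls; inactive = mean under the limit and some replicate under it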;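 note: myotubes were challenged with 10 µM simvastatin during compound exposure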
E-selectin induc: induces E-selectin expression in human endothelial cells; activation, % at 7.58 µM; P16581; hit rate 0.37% among 260,000; HUVEC E-selectin immunofluorescence imaging; normalized: neutral wells 0, TNF-alpha wells 100;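 active = mean E-selectin-positive cell signal at least 10% of the positive control, reached in at least 60% of replicates, without over 20% cell loss; inconclusive = no rule given, readout overlaps actives, possibly toxicity-flagged; inactive = the rest, including those meeting only one limit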;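 note: in these data hits start at about 27%; measured in HUVEC primary endothelial cells; signal is the percent of cells scored E-selectin positive by PE staining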
Target sequence (P16581 whole entry, looked up): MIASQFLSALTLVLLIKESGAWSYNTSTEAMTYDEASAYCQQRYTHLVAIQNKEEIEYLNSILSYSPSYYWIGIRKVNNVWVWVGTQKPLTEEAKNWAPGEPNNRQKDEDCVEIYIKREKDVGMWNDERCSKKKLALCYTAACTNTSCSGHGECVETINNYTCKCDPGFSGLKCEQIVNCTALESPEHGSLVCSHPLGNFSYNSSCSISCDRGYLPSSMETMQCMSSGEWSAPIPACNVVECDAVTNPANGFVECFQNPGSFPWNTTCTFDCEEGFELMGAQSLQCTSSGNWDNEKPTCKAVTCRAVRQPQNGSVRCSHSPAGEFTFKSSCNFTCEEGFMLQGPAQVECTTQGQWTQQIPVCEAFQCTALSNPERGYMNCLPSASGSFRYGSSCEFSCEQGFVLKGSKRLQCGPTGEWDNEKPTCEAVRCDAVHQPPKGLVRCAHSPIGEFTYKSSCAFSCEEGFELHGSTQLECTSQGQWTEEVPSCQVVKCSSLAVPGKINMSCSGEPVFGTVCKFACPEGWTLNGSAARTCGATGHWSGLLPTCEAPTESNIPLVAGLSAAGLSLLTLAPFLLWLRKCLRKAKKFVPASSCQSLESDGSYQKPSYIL
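System: HUVEC, human umbilical vein endothelial cells; quantity: 3,000 cells/well; buffer or medium: EGM-2 medium, gelatin-coated wells; dosing: single-point compound dose; detection: immunofluorescence imaging; evaluation: % PE-positive cells; benchmarks: TNF-alpha, DMSO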
PglD inh: blocks C. jejuni PglD acetyltransferase activity. purified PglD enzyme, DTNB colorimetric CoA detection. inhibition, % at 12.5 µM. hit rate 0.098% among 360,000; in the data active = inhibition above about 16%, passing the limit was not always enough; inconclusive = no clear call, values can overlap the other calls; note: strong numbers were not always called active
SIRT5 block: blocks human SIRT5 desuccinylation of peptide. inhibition, % at 15 µM. AID 652115. Purified SirT5, succinyl-peptide AMC, trypsin-coupled fluorescence. hit rate 1.1% among 330,000. Q9NXA8; in the data active = inhibition above about 15%; inconclusive = no clear call, values can overlap the other calls
S100A4 MyoIIA: blocks human S100A4 binding to myosin IIA peptide | S100A4/TAMRA-MyoIIA peptide fluorescence polarization | inhibition, % at 10.7 µM | hit rate 0.14% among 360,000;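 active = mean inhibition of at least 70% across replicates, with every replicate also reaching that level; inconclusive = mean inhibition reaches 70% but some replicates fall short; inactive = mean inhibition below 70%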
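assay system = human S100A4 monomer with TAMRA-labelled myosin IIA peptide | also added = labelled myosin peptide probe, 5 nM | incubation = 5 min between mix addition and reading | control set = DMSO and TFP controls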
The depositor's hits bear a star; ? = inconclusive; . = not tested or not shown. Not all compounds are listed. The share of hits here may be higher or lower than overall.

SMILES | DENV2 CPE rescue | ERp5 block | C2C12 statin | E-selectin induc | PglD inh | SIRT5 block | S100A4 MyoIIA
Cc1ccc(C(=O)NNc2c3ccccc3nc3ccccc23)cc1 | -8 | -7 | . | 0.2 | -7 | -10 | -7
COc1ccc(-c2c(-c3ccc(OC)nc3)c3ccccc3n2C)cc1 | 3 | 11 | -8 | -0.1 | 3 | . | -3
O=C(Nc1ccccc1)c1ccc(NCCN2C(=O)CCC2=O)c([N+](=O)[O-])c1 | . | 7 | . | . | . | -6 | -3
CCOC(=O)C(NC(=O)CC)(Nc1ccc(S(=O)(=O)Nc2onc(C)c2C)cc1)C(F)(F)F (configuration not stated) | . | 8 | . | . | -1 | 1 | 8
COCCSc1nnc(NC(=O)C2CCN(C(=O)c3ccco3)CC2)s1 | -6 | -6 | -2 | . | -2 | -2 | -4
O=C(CNC(=S)N(Cc1ccccc1)Cc1ccccc1F)NCCc1ccccc1 | 5 | 1 | 8 | 0.3 | -4 | 0 | 2
COc1ccc(C2=NOC(Cn3nc(C(=O)NCc4cccc(Br)c4)cc3-c3ccccc3)C2)cc1 (configuration not stated) | -10 | 2 | 5 | . | -2 | -4 | -1
O=C(Cc1ccc(F)cc1)N1CCC(N2CCC(C(=O)N3CCOCC3)CC2)CC1 | -3 | 5 | . | 0.0 | . | -6 | -4
Cc1ccc(S(=O)(=O)NC(CC(C)C)C(=O)NCC(C)(C)N2CCOCC2)cc1 (configuration not stated) | 2 | 1 | 2 | 0.3 | -6 | -3 | 4
Cc1ccc(Sc2cnc(N)nc2C)cc1 | -2 | 2 | . | . | . | -3 | 4
CCC(C)CCN1CCN=C1Nc1ccccc1 (configuration not stated) | -6 | 3 | -2 | 0.1 | -1 | . | 4
O=C(C[C@@H]1C[C@@H]2c3cc(NS(=O)(=O)c4ccc(F)cc4)ccc3O[C@@H]2[C@H](CO)O1)NCCN1CCCCC1 | 5 | -2 | -8 | 0.3 | 0 | 0 | 1
COc1ccc(N2CCN(C(CNS(C)(=O)=O)c3ccco3)CC2)cc1 (configuration not stated) | 7 | 1 | -2 | . | -3 | -4 | -3
COc1ccc(S(=O)(=O)N2CCC(C(=O)Nc3nnc(C)s3)CC2)cc1OC | -4 | 1 | 33 | -0.2 | 0 | -2 | -3
O=C(CN1CCN(c2ccc(O)cc2)CC1)Nc1ccc2c(c1)OCCO2 | . | 1 | 14 | 3.5 | 3 | -2 | -1
COc1ccc(NC(=O)/C(C#N)=C\c2cc(OC)c(OCc3ccc(C(=O)O)cc3)cc2Br)cc1 | 4 | -6 | . | . | . | -4 | 10
Cc1cccc(OCC(=O)NCC(c2cccs2)N2CCOCC2)c1 (configuration not stated) | -2 | 1 | 4 | 4.4 | -1 | -4 | 3
O=C(OCc1nc2scc(-c3ccccc3)c2c(=O)[nH]1)c1ccco1 | ? | -1 | -1 | . | -3 | -3 | 2
CC(C)CN(C(=O)CSc1n[nH]c(-c2cccs2)n1)C1CCS(=O)(=O)C1 (configuration not stated) | 16 | -2 | 4 | -0.4 | 3 | -4 | 1
Cc1cc(NC(=O)c2ccc(C#N)cc2)on1 | 4 | 1 | . | . | . | -1 | -4
O=C(Cn1c(O)c(/C=C2\C=Nc3ccccc32)sc1=O)Nc1ccc2c(c1)OCO2 | . | ? | 14 | . | 2 | 0 | 5
Cc1ccc(CN2CCNC(=O)C2CC(=O)N(Cc2c(C)nn(C)c2C)C2CC2)o1 (configuration not stated) | 0 | 11 | -5 | . | . | -3 | -5
CN1C(=O)c2cc(NC(=O)c3cccc(Cl)c3)ccc2OC[C@@H]2O[C@H](CC(=O)NC3CCCCC3)CC[C@@H]21 | -8 | . | 38 | 0.9 | -1 | . | .
CCOC(=O)c1c(NC(=O)c2cc3n(n2)C(C(F)(F)F)CC(c2ccccc2)N3)sc(C)c1C (configuration not stated) | 7 | -9 | . | . | -4 | -23 | 27
CN(C(=O)c1ccc(NC(=O)C2CCCN(C(=O)OC(C)(C)C)C2)cc1)C1CCC1 (configuration not stated) | -2 | -7 | 1 | -0.1 | -1 | . | -4
CC(=O)N(C)c1ccc(NC(=S)NCC(C)C)cc1 | 10 | -3 | 9 | 2.1 | 1 | 1 | -3
C[C@@H]1CCCCO[C@H](CN(C)S(=O)(=O)c2ccc(F)cc2)[C@@H](C)CN([C@@H](C)CO)C(=O)c2cc(NC(=O)Nc3cccc4ccccc34)ccc2O1 | -9 | -4 | -22 | -0.1 | 1 | -1 | -8
CC(=O)Nc1ccc2c(c1)C(=O)N(C)[C@@H]1CC[C@@H](CC(=O)Nc3cn(C)nc3C)O[C@@H]1CO2 | 2 | 2 | -3 | -0.1 | 0 | -3 | -11
COc1cc2c(C#CCCCO)c(-c3ccc(C#N)cc3)oc(=O)c2cc1OC | 1 | -2 | -23 | -0.1 | 2 | 1 | 4
O=S(=O)(c1cccc(COc2ccc(Cl)cc2Cl)c1)N1CCOCC1 | 11 | 3 | . | -0.2 | 5 | 1 | -17
COc1cc2cc(C(=O)N/N=C/c3ccccc3Cl)[nH]c2cc1OC | -2 | 2 | -19 | 0.0 | -3 | -2 | -1
Cc1cccc(N2CCN(C(=O)C3CCN(c4nnc(-n5cccc5)s4)CC3)CC2C)c1 (configuration not stated) | -1 | 14 | 15 | . | -1 | . | 2
CCC(=O)N1CC2(C1)CN(CC1CCOCC1)[C@H](CO)c1c2c2ccc(OC)cc2n1C | ? | 0 | . | -0.1 | . | . | 60
COc1ccc(CN(C(=O)c2nsc(Cl)c2Cl)C(C(=O)NC2CCCC2)c2ccc(C)cc2)cc1 (configuration not stated) | 0 | 3 | . | 0.5 | . | 1 | -2
CCCC(=O)N1CC2(CCN(Cc3nccs3)CC2)c2c([nH]c3cc(OC)ccc23)[C@H]1CO | -2 | -3 | . | -0.1 | . | -1 | -1
O=C(c1coc2ccccc2c1=O)N1CCN(c2cccc(C(F)(F)F)c2)CC1 | 8 | 1 | 8 | . | -6 | 1 | -7
CC1(C)CC(=O)C2=C(C1)OC(N)=C(C#N)C2c1ccccc1[N+](=O)[O-] (configuration not stated) | -4 | -3 | . | 0.2 | . | -1 | 0
CCOC(=O)c1cccc(NC(=O)CN2C(=O)C3CC=CCC3C2=O)c1 (configuration not stated) | 76* | -11 | . | -4.3 | -1 | 0 | -4
CC(C)C(C(=O)OCC(=O)c1cccc([N+](=O)[O-])c1)N1C(=O)[C@@H]2[C@H]3CC[C@H](C3)[C@@H]2C1=O (some centres not stated) | 15 | 2 | . | . | . | -2 | -8
CCCn1c(NC(=O)c2ccccc2Br)nc2ccccc21 | -8 | -1 | -16 | 5.7 | 1 | -3 | -2
CC(C)CC#Cc1cnc2c(c1)C(=O)N([C@@H](C)CO)C[C@@H](C)[C@@H](CN(C)C(=O)c1ccc(F)cc1)O2 | 4 | 0 | -6 | 0.4 | 3 | 0 | 4
CC(NCc1nc2ccccc2n1C)C12CC3CC(CC(C3)C1)C2 (configuration not stated) | 10 | 1 | . | -1.8 | . | . | -3
Cc1noc(C)c1NC(=O)N(C)C[C@H]1Oc2cc(C#CCC3CCCC3)ccc2S(=O)(=O)N([C@H](C)CO)C[C@@H]1C | -3 | 5 | -2 | -0.6 | 3 | 10 | 6
C[C@H]1CN([C@@H](C)CO)C(=O)c2cccc(NC(=O)C3CCOCC3)c2O[C@@H]1CN(C)C(=O)Nc1ccc(C(F)(F)F)cc1 | 18 | -2 | -9 | -0.1 | -1 | -2 | -9
Cc1ccc(-c2nc(C#N)c(NCC3CCCO3)o2)cc1 (configuration not stated) | 3 | -1 | . | . | . | -24 | 5
CCN(CC(=O)Nc1c(F)cccc1F)C(=O)C1CCN(S(=O)(=O)c2ccc(C)cc2C)CC1 | -7 | 4 | . | . | -1 | -4 | -3
COCCNC(=O)/C(C#N)=C1\N=C(NC(=O)c2ccco2)c2ccccc21 | -10 | 3 | -2 | . | 4 | 5 | -5
Nc1nc2c(s1)COc1ccccc1-2 | -3 | 4 | -5 | . | 5 | -4 | 2
COc1ccc(NC(=O)c2[nH]c(C)c(C(C)=O)c2C)cc1 | -8 | 1 | . | 1.8 | . | -2 | 8
CN(CCc1ccccn1)C(=O)CCC1CCCN(C(=O)c2n[nH]c3c2CCCC3)C1 (configuration not stated) | 1 | 0 | . | . | . | -3 | -3
Cc1noc(C)c1S(=O)(=O)Nc1ccc2c(c1)CC(=O)N([C@@H](C)CO)C[C@@H](C)[C@H](CN(C)C)O2 | 8 | 2 | 10 | -0.1 | -2 | 0 | 4
O=C(O)CSc1c(-c2cccs2)[nH]c2ccccc12 | . | 1 | -6 | 0.0 | -2 | -1 | -6
CC(C)(C)c1ccc(C(=O)NC(Cc2ccccc2)C(=O)O)cc1 (configuration not stated) | . | . | -6 | -2.2 | 5 | . | .
CNC[C@@H]1Oc2ncc(C#CCN(C)C)cc2C(=O)N([C@H](C)CO)C[C@@H]1C | 2 | -6 | 15 | . | 0 | -3 | 7
CN(c1ccccc1)S(=O)(=O)c1ccc(C(=O)NCc2ccccc2F)cc1 | -6 | 2 | 2 | 0.2 | -2 | -4 | -1
CCCc1nnc(NC(=O)CCC(=O)NCc2ccccc2)s1 | -1 | -5 | -5 | . | 4 | 9 | 0
COc1ccc(C2/C=C\CN(S(=O)(=O)c3ccc(-c4ccccc4)cc3)CC(=O)N2Cc2ccc(F)cc2)cc1 (configuration not stated) | . | 2 | -25 | -0.1 | -1 | 0 | -2
CC(C)(O)C#Cc1ccc([C@H]2[C@@H](CO)N3CCCCN(S(C)(=O)=O)C[C@H]23)cc1 | . | . | 14 | -0.3 | 0 | . | .
C[C@@H]1CN([C@@H](C)CO)C(=O)c2cc(C#C[C@@H](C)O)cnc2O[C@H]1CN(C)Cc1cncnc1 | 15 | 17 | 7 | 0.1 | -2 | 2 | 3
Cc1ccnc(NS(=O)(=O)c2ccc(NC(=O)Cc3ccc(Br)cc3)cc2)n1 | -6 | 5 | 13 | 0.5 | -8 | -6 | 0

Complete entries, quoted from the list. Order of values: DENV2 CPE rescue | ERp5 block | C2C12 statin | E-selectin induc | PglD inh | SIRT5 block | S100A4 MyoIIA
CCN(CC(=O)Nc1c(F)cccc1F)C(=O)C1CCN(S(=O)(=O)c2ccc(C)cc2C)CC1 as listed: -7 | 4 | . | . | -1 | -4 | -3
COc1ccc(-c2c(-c3ccc(OC)nc3)c3ccccc3n2C)cc1 as listed: 3 | 11 | -8 | -0.1 | 3 | . | -3
COc1ccc(N2CCN(C(CNS(C)(=O)=O)c3ccco3)CC2)cc1 (configuration not stated) as listed: 7 | 1 | -2 | . | -3 | -4 | -3
CC(=O)Nc1ccc2c(c1)C(=O)N(C)[C@@H]1CC[C@@H](CC(=O)Nc3cn(C)nc3C)O[C@@H]1CO2 as listed: 2 | 2 | -3 | -0.1 | 0 | -3 | -11

Continuation:
SMILES | DENV2 CPE rescue | ERp5 block | C2C12 statin | E-selectin induc | PglD inh | SIRT5 block | S100A4 MyoIIA
CC(=O)N1[C@H](CO)[C@H](c2ccccc2)C12CN(C(=O)Nc1ccccc1F)C2 | -9 | 1 | . | 0.1 | . | 1 | -9
CCOC(=O)CSc1nc(CC)nc2ccccc12 | -3 | -6 | . | . | . | -2 | 6
CC(=O)N(C(C)=O)c1ncn(C)c1S(=O)(=O)Nc1ccccc1 | -7 | 3 | 6 | -0.8 | 0 | -1 | -3
c1ccc(-n2nnnc2NC2CCCCC2)cc1 | 6 | 6 | 27 | . | 1 | -1 | -1
COc1ccc2nc(-c3ccccc3)cc(OC)c2c1 | -11 | -1 | . | . | . | -4 | 0
COc1cccc(S(=O)(=O)N2CCCCN3[C@H](CO)[C@@H](c4ccc(C#CCC(C)C)cc4)[C@@H]3C2)c1 | -19 | 0 | 11 | -0.3 | 1 | 5 | -10
